Screens as filed in PubChem BioAssay.
mcGAS RapidFire: mouse cGAS inhibition by mass spec; inhibition, % at 12.5 µM; AID 1259397; recombinant mouse cGAS, cGAMP by RapidFire MS; hit rate 0.18% among 130,000;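 active = inhibition of cGAS enzyme activity at or above 60%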;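 note: enzyme stimulated by 45 bp dsDNA with ATP and GTP substrates; cGAMP share of summed cGAMP plus half ATP and half GTP signals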
Target sequence (Q8C6L5 whole entry, looked up): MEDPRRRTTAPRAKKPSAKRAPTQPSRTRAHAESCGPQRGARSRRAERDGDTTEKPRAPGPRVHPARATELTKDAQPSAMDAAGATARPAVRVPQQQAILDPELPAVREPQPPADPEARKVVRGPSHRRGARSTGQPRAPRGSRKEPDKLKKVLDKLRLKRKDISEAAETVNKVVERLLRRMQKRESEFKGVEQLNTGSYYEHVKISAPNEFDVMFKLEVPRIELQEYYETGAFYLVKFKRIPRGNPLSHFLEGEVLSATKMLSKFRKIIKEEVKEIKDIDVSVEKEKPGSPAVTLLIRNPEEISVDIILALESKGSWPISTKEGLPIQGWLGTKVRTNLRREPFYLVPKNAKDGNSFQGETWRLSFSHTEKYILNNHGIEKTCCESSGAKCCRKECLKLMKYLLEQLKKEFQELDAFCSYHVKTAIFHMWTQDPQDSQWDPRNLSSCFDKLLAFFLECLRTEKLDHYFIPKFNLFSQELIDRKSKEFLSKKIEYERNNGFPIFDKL
* marks the source's active call; other numbers are inactive results; & = joins results of further samples.

SMILES	mcGAS RapidFire
c1ccc(-c2nc[nH]c2-c2ccc(C3CCCCO3)o2)cc1 (stereo not drawn)	-10&9
O=C(CCn1cnc2ccccc2c1=O)N1CCCC(Nc2ccccc2)C1 (stereo not drawn)	1
Cc1cc(NC(=O)NC(CCN(C)C)C(C)(C)C)n(C(C)(C)C)n1 (stereo not drawn)	-4
CN1C2=C(C(=O)CC(C)(C)C2)C(c2cc(Cl)ccc2O)C2=C1CC(C)(C)CC2=O	-2
O=C(c1ccsc1)N1CCC(CO)(CCc2ccccc2)CC1	-2
CN(C)S(=O)(=O)c1ccccc1CNC(=O)/C=C/c1ccc(Br)s1	4
CNC(=O)CC(C)N(C)Cc1ccc2[nH]ccc2c1 (stereo not drawn)	-18
COc1ccc(OC)c(-c2ccc(SCC(=O)N3CCCC3)nn2)c1	-11
Cc1cccc(Nc2ccc(NCCNC(=O)Nc3ccc(C)c(F)c3)nn2)n1	-9
Cc1ccc(-c2c(C)oc(C)c2C(=O)NCCc2c[nH]c3ccccc23)cc1	-1
CC1CCCCC1N(C)CCC(=O)Nc1ccccc1 (stereo not drawn)	7
COc1ccc(NC(=O)c2cc(C(C)C)[nH]n2)c(NC(=O)C(C)C)c1	-23
CC1(C(=O)NS(=O)(=O)c2ccccc2Cl)CCN1C(=O)C1(c2ccccc2)CC1 (stereo not drawn)	-6
Nc1nnc(SCC(=O)O)s1	-8&0
Cc1cc(N2C(=O)c3oc4cc(C)c(Cl)cc4c(=O)c3C2c2ccccc2)no1 (stereo not drawn)	-13
O=C(Nn1cnc2c(cnn2-c2ccccc2)c1=O)c1cccc([N+](=O)[O-])c1	-5
O=C(CSc1nnc(NC2CC2)s1)c1cc(Cl)sc1Cl	-2
CC1CCN(C(=O)c2ccc(Cl)c([N+](=O)[O-])c2)CC1	-8
N#CC(Nc1ccc(F)cc1)c1ccco1 (stereo not drawn)	-4
CC1(C(=O)NS(=O)(=O)Cc2cccc(Cl)c2)CCN1C(=O)Cc1ccsc1 (stereo not drawn)	-11
CCN(CC)C(=O)N1CCCC(C(=O)Nn2cnc3ccccc32)C1 (stereo not drawn)	-13
COc1cc(CN2C(=O)CNC2=S)ccc1OCc1ccccc1	-28
CCNC(=O)C1CN(c2cc(Cl)nc(N)n2)C1	0
CCc1nnc(NC(=O)C=Cc2cc(OC)cc(OC)c2)s1	0
O=C(CC1CSc2nc3c(c(=O)n21)CCCC3)N1CCOCC1 (stereo not drawn)	-8
Next section.
SMILES	mcGAS RapidFire
Cc1cc(=O)[nH]c(-n2nc(-c3cccs3)cc2NC(=O)c2ccc(F)cc2)n1	0
CN1CCN2CCN(C(=O)c3cnon3)CC2C1=O (stereo not drawn)	-1
CCOC(=O)N1CCCC(C(=O)N2CCN(C)c3nc4ccccc4nc32)C1 (stereo not drawn)	-3
CCCc1cc(CN(C)Cc2nc[nH]c2C)[nH]n1	-10
CCn1c(CNC(=O)C23CC4CC(CC(C4)C2)C3)n[nH]c1=S	-5
O=C(Nc1cccc(Cl)c1)C1COc2ccccc2O1 (stereo not drawn)	-5
COc1ccc(Cn2c(C)cc(O)c(C(c3ccncc3)N3CCN(CCO)CC3)c2=O)cc1 (stereo not drawn)	-7
CCN1CCN(c2ccc(CNC(=O)N3CCCC3)cc2F)CC1	-4
COc1ccc(OCc2cc(C(=O)N3CCOCC3)no2)c2ccccc12	-12
Cc1ccc(-n2nnc3c(=O)n(Cc4c(F)cccc4Cl)cnc32)cc1	5
Cc1cc(O)c(C(c2ccncc2)N2CCC(Cc3ccccc3)CC2)c(=O)n1Cc1ccccn1 (stereo not drawn)	0
CCn1cc(CN2CCC(n3nccc3NC(=O)C3CCCC3)CC2)c(C)n1	-9&-2
O=C(Nc1ccccc1)N1CCN(S(=O)(=O)c2ccc(Cl)cc2)CC1	-4
Cc1ccccc1Cn1c(C)c(C(=O)NCc2ccc3c(c2)OCO3)sc1=O	-7
CSc1ccc(Cn2c(C)c(C(=O)NCCC#N)sc2=O)cc1	-16
O=C(CSc1nnc(Nc2ccc(F)cc2)s1)N1CCNC1=O	-1
CCCCCNc1ncnc2sc3c(c12)CCCC3	-1
Cc1ccccc1CCC1CCCN(C(=O)c2cnc3cc(=O)[nH]n3c2C)C1 (stereo not drawn)	9
N#Cc1c(N)n(-c2ccc3ccccc3c2)c2nc3ccccc3nc12	0
CCc1c(C)nn(CC(=O)NC(C)c2ccc(O)c(F)c2)c1C (stereo not drawn)	-17
CCC(=O)N(c1nnc(SCC(=O)Nc2cc(C)on2)s1)C1CC1	2
CCCCS(=O)(=O)NCC1CCCCC1	-6
CCOC(=O)c1cnc(NC(=O)N2C3CCCCC2CCC3)[nH]1	-15
CC(C)NC(=O)c1nnc2n1CCN(C(=O)c1ccccc1)C2	2
CCOC(C)c1nc(CNc2cccc3c2OCCO3)cs1 (stereo not drawn)	-5
More results
SMILES	mcGAS RapidFire
Cc1ccc(N2C(=O)CC(Sc3nnc(C)s3)C2=O)cc1 (stereo not drawn)	8
CCSc1nnc(NC(=O)CSc2nnc(CNC(=O)c3cccs3)n2-c2ccc(Cl)c(Cl)c2)s1	-1
CCOC(=O)c1c(C)n(-c2ccccc2)c2ccc(OC(=O)c3ccc([N+](=O)[O-])cc3)cc12	-5
COc1cc(C(=O)NCC(=O)N=Nc2c(O)[nH]c3ccc([N+](=O)[O-])cc23)cc(OC)c1OC	27
COc1ccc2c(C)nc(N3CCC4(CCCN(C)C4=O)C3)nc2c1 (stereo not drawn)	-42
Cc1cc(Cl)cc(SCC(=O)O)c1Cl	-6
COCCN1CCCc2ccc(NS(=O)(=O)c3ccc(C)s3)cc21	-12
O=C(Nc1nnc(Cc2ccccc2)s1)c1ccco1	-9
COc1nn2ccsc2c1C(=O)Nc1ccc2ncccc2c1	2
CN1C(=O)C(=Cc2ccc(C#N)cc2)N(C)C1=S	-2
COc1ccc(S(=O)(=O)NC(=O)C2(C)CCN2C(=O)CCC2CCCC2)cc1OC (stereo not drawn)	-8
COc1ccc(N2C(=O)CC(N3CCN(Cc4ccc5c(c4)OCO5)CC3)C2=O)cc1 (stereo not drawn)	1
Cc1csc2nc(CNC(C)C(C)n3cccn3)cc(=O)n12 (stereo not drawn)	1
COC1(OC)N=C(N)C2(C#N)C(c3ccc(F)cc3)C12C#N (stereo not drawn)	9
COCCN1CCC(c2[nH]cnc2-c2ccccc2)CC1	-22
COc1c[nH]c(C(=O)Nc2cccc(C(C)=O)c2)cc1=O	0
N#Cc1ccc(Cl)cc1NC(=O)CN1CCCC1c1ccccc1 (stereo not drawn)	-9
CCN(CC)C(=O)c1cn2c(n1)CCC(c1cc(C(F)(F)F)cc(C(F)(F)F)c1)C2 (stereo not drawn)	-11
Cc1nc(NC2CCN(C3CC3)CC2)c2c3c(sc2n1)CCC3	-27
C=CCn1c(-c2c(C)nc3cc(C)ccn23)n[nH]c1=S	-2
N#Cc1ccc(C=NNC(=S)NN=Cc2ccc(C#N)cc2)cc1	1
Cc1cc(CN2CCc3ccccc3C3(CCC(NC4CCN(C)C4)CC3)C2)no1 (stereo not drawn)	-2
Cc1nnc2n1N=C(c1ccc(-c3cc(Cl)cc(Cl)c3)o1)CS2	0
O=C(NCCCc1ccc(F)cc1)C1CCC(=O)N(CCN2CCOCC2)C1 (stereo not drawn)	-3
Cc1cc(C(O)c2ncc(-c3cccc4ccccc34)[nH]2)ccc1F (stereo not drawn)	-7
New compounds follow:
SMILES	mcGAS RapidFire
C=CCNC(=O)Cc1ccc(NC(=O)CCC)cc1	-12
O=C(NCC(F)(F)F)C1CCN(c2ccc(Cl)cn2)CC1	-13
CCCc1ccc(S(=O)(=O)N2CCN(CC(=O)Nc3cc(C(C)C)no3)CC2)cc1	-4
C=CCn1c(SC2CCCCNC2=O)nnc1C1CCS(=O)(=O)C1 (stereo not drawn)	2
O=C(C1COCCN1)N1CCOc2c(O)cc(-c3cccc(Cl)c3)cc2C1 (stereo not drawn)	-12
CC(=O)Nc1nc(NC(C)=O)c2nc(COC(C)=O)cnc2n1	-13
COc1ccccc1CNC(=O)CSc1ccc(NC(=O)C2CC2)nn1	8
Nc1nc(N2CCN(Cc3ccccc3)CC2)nc(N2CCCC2)c1[N+](=O)[O-]	-17
CCOC(=O)N1CCN(C(C)C(=O)NC(C)c2ccc(Cl)cc2Cl)CC1 (stereo not drawn)	-6
O=C(CN1CCN(C(=O)Nc2ccccc2F)CC1)N1CCCCC1	3
CC1CC(C)CN(S(=O)(=O)c2ccc(NC(=O)CCl)cc2)C1 (stereo not drawn)	7
COCCN(C(=O)C1CCC1)c1c(N)n(CC(C)C)c(=O)[nH]c1=O	-3
COC(=O)c1cc(C(=O)OC)cc(S(=O)(=O)Nc2ccc(C)c(S(N)(=O)=O)c2)c1	0
Cc1cc(C2=CSC3=NS(=O)(=O)CCN23)c(C)s1	-6
Cc1cc(C(C)NC(=O)NCc2ncnn2C)cc(C)c1F (stereo not drawn)	-2
C=CCn1c2c(c(=O)[nH]c1=S)CN(CC1CCCO1)CN2 (stereo not drawn)	3
CC(C(=O)NCCc1ccc(F)cc1)N1CCN(C2=NCC(C)(C)S2)CC1 (stereo not drawn)	-4
COC(=O)c1ccc2c(c1)nc(N1CCOC(C(F)(F)F)C1)n2C (stereo not drawn)	1
CC1CCN(c2nc(N)c([N+](=O)[O-])c(NCc3ccco3)n2)CC1	-17
COc1ccc([N+](=O)[O-])cc1NC(=O)COC(=O)c1c(C)oc(C)c1C	0
CC1(NC(=O)N2CCCCCC2)CCS(=O)(=O)C1 (stereo not drawn)	-3
CC(N)=C(C#N)C(=O)COC(=O)C(C)C	-2
COc1ccc(CN2CCN(c3cccnc3)CC2)c(OC)c1OC	2
CCOC(=O)C(C#N)=CNc1sc(C)c(C)c1C(=O)OCC	0
COc1cc(C)c(NC(=O)CC2CC3CCC2C3)cc1OC (stereo not drawn)	-4
Next section.
SMILES	mcGAS RapidFire
CC1=NC2(C)CCCCC2c2c(C)ccc(C)c21 (stereo not drawn)	-18
O=C1OCCN1CCN1Cc2ccccc2C(c2ccccc2)C1 (stereo not drawn)	-3
CCCN1CCCc2cc(CCNC(=O)C(=O)Nc3cc(Cl)ccc3C)ccc21	4
C=C1CCC2[C@](C)(CO)[C@H](O)CC[C@@]2(C)[C@@H]1C/C=C1/C(=O)OC[C@H]1O (stereo partly drawn)	-13
CS(=O)(=O)NCCCN1CCCCCC1/C=C/c1ccccc1 (stereo not drawn)	-56
CC(C)(C)n1ncc2c(=O)n(NC(=O)c3ccccc3[N+](=O)[O-])cnc21	-4
Cc1sc2nc(C(F)(F)F)nc(N3CCNC(=O)C3)c2c1C	1
Cc1cccc(Cn2c(=O)c3c(nc4n(CCN5CCOCC5)c(C)cn34)n(C)c2=O)c1	-4
CC(=O)Oc1ccc(Cn2c(C)c(C(=O)NCc3cccc(C)c3)sc2=O)cc1	-3
O=C(CN1CCCC1C(=O)NCc1ccco1)Nc1ccc2c(c1)OCCCO2 (stereo not drawn)	-4
CC(OC(=O)C1CCN(C(=O)c2ccc(F)cc2F)CC1)C(=O)N1CCNC1=O (stereo not drawn)	-9
Nc1ncc(Cc2ccc(Cl)cc2Cl)s1	-11
COc1ccccc1C=C1NC(=S)NC1=O	-3
C=C(C)C1Cc2c(C)nn(-c3cccc4ccccc34)c2C1 (stereo not drawn)	3
Cc1nn(CC(=O)N2CCCC2)c(=O)c2c1cnn2-c1ccccc1	-3
Cc1nc(C(=O)N(CC(=O)Nc2ccc(F)cc2)C(C)C)cs1	-8
CC(C)NC(=O)Cn1c(CO)cnc1SCC(=O)Nc1ccc(C(N)=O)cc1	-2
CCc1nc(C)c(C(=O)Nc2ccc(CCC(F)(F)F)cc2)s1	-37
COc1ccc(CNC(=O)c2ccc(Br)cn2)cc1	-2
COc1ccc(-c2cc(N3CCCC3)nc(N)n2)c(OC)c1	-12
CN(Cc1ccccc1F)c1nc(N2CCCC2)nc(N2CCCC2)n1	7
CC1(C)NC(=O)N(CCCCOc2ccc(Br)cc2Cl)C1=O	3
NC(=O)CN1CCN(c2ccccc2)C1=O	-1
Cc1cc(C)n(CC(C)NC(=O)N(C)CCC2CCCCC2)n1 (stereo not drawn)	-43
CN(CC(=O)Nc1ccc(N2CCOCC2)cc1)C(=O)COc1ccccc1C#N	69*

Entries shown so far containing fluorine:
SMILES	mcGAS RapidFire
Cc1cccc(Nc2ccc(NCCNC(=O)Nc3ccc(C)c(F)c3)nn2)n1	-9
N#CC(Nc1ccc(F)cc1)c1ccco1 (stereo not drawn)	-4
Cc1cc(=O)[nH]c(-n2nc(-c3cccs3)cc2NC(=O)c2ccc(F)cc2)n1	0
CCN1CCN(c2ccc(CNC(=O)N3CCCC3)cc2F)CC1	-4
Cc1ccc(-n2nnc3c(=O)n(Cc4c(F)cccc4Cl)cnc32)cc1	5
O=C(CSc1nnc(Nc2ccc(F)cc2)s1)N1CCNC1=O	-1
CCc1c(C)nn(CC(=O)NC(C)c2ccc(O)c(F)c2)c1C (stereo not drawn)	-17
COC1(OC)N=C(N)C2(C#N)C(c3ccc(F)cc3)C12C#N (stereo not drawn)	9
CCN(CC)C(=O)c1cn2c(n1)CCC(c1cc(C(F)(F)F)cc(C(F)(F)F)c1)C2 (stereo not drawn)	-11
O=C(NCCCc1ccc(F)cc1)C1CCC(=O)N(CCN2CCOCC2)C1 (stereo not drawn)	-3
Cc1cc(C(O)c2ncc(-c3cccc4ccccc34)[nH]2)ccc1F (stereo not drawn)	-7
O=C(NCC(F)(F)F)C1CCN(c2ccc(Cl)cn2)CC1	-13
O=C(CN1CCN(C(=O)Nc2ccccc2F)CC1)N1CCCCC1	3
Cc1cc(C(C)NC(=O)NCc2ncnn2C)cc(C)c1F (stereo not drawn)	-2
CC(C(=O)NCCc1ccc(F)cc1)N1CCN(C2=NCC(C)(C)S2)CC1 (stereo not drawn)	-4
COC(=O)c1ccc2c(c1)nc(N1CCOC(C(F)(F)F)C1)n2C (stereo not drawn)	1
Cc1sc2nc(C(F)(F)F)nc(N3CCNC(=O)C3)c2c1C	1
CC(OC(=O)C1CCN(C(=O)c2ccc(F)cc2F)CC1)C(=O)N1CCNC1=O (stereo not drawn)	-9
Cc1nc(C(=O)N(CC(=O)Nc2ccc(F)cc2)C(C)C)cs1	-8
CCc1nc(C)c(C(=O)Nc2ccc(CCC(F)(F)F)cc2)s1	-37
CN(Cc1ccccc1F)c1nc(N2CCCC2)nc(N2CCCC2)n1	7

Quoted at random: two compounds from above, in no set order.
SMILES	mcGAS RapidFire
CCCCS(=O)(=O)NCC1CCCCC1	-6
CCCc1cc(CN(C)Cc2nc[nH]c2C)[nH]n1	-10

These rows are one share of the data; count on the stated rates, not on these rows.
